# ALOX12 inh = ALOX12 (human) lipoxygenase inhibition; 580,000 tested, 1.1% active; P18054; purified 12hLO, xylenol orange hydroperoxide absorbance; Potency, µM (top dose mostly 108 µM), without a hit: at the top dose activity change, negative = inhibition, most hits filed as inhibitors; AID 1671190; active = well fitted inhibition curve with a large enough effect; inconclusive = small, poorly fitted or top-dose-only effect, or another doubt; inactive = no such curve, though single readings can be large or run the other way
# Target sequence (P18054 whole entry, looked up): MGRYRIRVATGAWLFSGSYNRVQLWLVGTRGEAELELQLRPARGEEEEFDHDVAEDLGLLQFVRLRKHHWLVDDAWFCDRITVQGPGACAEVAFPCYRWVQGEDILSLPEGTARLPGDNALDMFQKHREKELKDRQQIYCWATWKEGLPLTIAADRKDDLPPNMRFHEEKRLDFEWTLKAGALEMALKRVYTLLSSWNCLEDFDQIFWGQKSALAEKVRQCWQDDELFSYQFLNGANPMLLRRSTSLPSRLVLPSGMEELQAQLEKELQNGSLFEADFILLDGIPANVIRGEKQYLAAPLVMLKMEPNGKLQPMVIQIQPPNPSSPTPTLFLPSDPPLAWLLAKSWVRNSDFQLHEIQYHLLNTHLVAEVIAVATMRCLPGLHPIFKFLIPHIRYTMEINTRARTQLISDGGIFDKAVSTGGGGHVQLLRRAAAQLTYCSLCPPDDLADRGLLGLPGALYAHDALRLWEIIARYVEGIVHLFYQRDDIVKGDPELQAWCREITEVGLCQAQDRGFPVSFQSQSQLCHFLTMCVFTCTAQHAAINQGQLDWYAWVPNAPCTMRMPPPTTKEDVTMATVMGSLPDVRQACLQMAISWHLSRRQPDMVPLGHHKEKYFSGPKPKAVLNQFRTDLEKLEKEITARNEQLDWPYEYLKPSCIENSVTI
#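 Purified human 12hLO (150 nM final) in 25 mM Hepes, 0.01% Triton X-100, pH 7.0 was preincubated 15 min at room temperature with compound. Then 40 uM arachidonic acid was added, 30 min. Hydroperoxide was read by Fe-XO absorbance ratio 573/405 nm.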
# Active calls of the source: *; ? = inconclusive; [ ] = another dose, or the depositor's remark. % is scaled to controls: 0 for no effect and ±100 for the full control effect; potency is read from the fitted curve at half-maximal effect. This is a subset, so the mix of outcomes need not match the whole.
SMILES,ALOX12 inh
CCN(Cc1ccncc1)C(=O)CC(c1ccccc1)c1ccc2c(c1)OCO2 (stereo unspecified),?
COc1ccc(-n2c(=O)c3c(n2Cc2ccccc2)CN(C(=O)C2CCCO2)CC3)cc1 (stereo unspecified),-19%[176 µM]
CCc1ccc(N2CC(c3noc(-c4ccc(OC)cc4OC)n3)CC2=O)cc1 (stereo unspecified),21%
Cn1c(CCNC(=O)Cn2nc3c(cc2=O)CCCC3)nc2ccccc21,32%[activator]
c1ccc2ncc(CN3CC[C@H](c4nc5ccccc5[nH]4)C3)cc2c1,5%[176 µM]
COC(=O)c1cc2c(c3c4cc(OC)ccc4n(S(C)(=O)=O)c13)C(=O)N(C)C2,-14%
COCc1ccc2c(c1)c(OC(C)(C)C(=O)NCCc1ccccn1)nn2Cc1ccccc1,-16%
Oc1ccc(-c2nc(C3CC3)nc3c2CN(CC2CCCCC2)CC3)cc1,-4%
CCNC(=O)CC1=CSC2=NC(C)=C(C(=O)Nc3ccccc3)C(c3ccc(F)cc3)N12 (stereo unspecified),20%
COC(=O)CNC(=O)N1CC(c2nnc(-c3ccncc3)o2)C2(CCOCC2)C1 (stereo unspecified),28%
CCc1ccc(S(=O)(=O)N2CC(F)(F)C[C@H]2c2nnc(C)o2)cc1,64%[activator]
Cn1ccc(CN2CCn3c(nn(-c4ccc(F)cc4F)c3=O)C2)c1,12%
CCNC(=O)N1CCCC(n2c(C)cnc2C2CC2)C1 (stereo unspecified),33%
O=C(Cc1c(F)cccc1Cl)NC1CCc2n[nH]c(=O)n2CC1 (stereo unspecified),19%
O=C(CCc1nnn2c1CN(C(=O)c1ccc(F)cc1)CC2)NC1CC1,3%

# Taken from the entries so far for reference:
SMILES,ALOX12 inh
COCc1ccc2c(c1)c(OC(C)(C)C(=O)NCCc1ccccn1)nn2Cc1ccccc1,-16%
Oc1ccc(-c2nc(C3CC3)nc3c2CN(CC2CCCCC2)CC3)cc1,-4%
CCNC(=O)CC1=CSC2=NC(C)=C(C(=O)Nc3ccccc3)C(c3ccc(F)cc3)N12 (stereo unspecified),20%
COC(=O)CNC(=O)N1CC(c2nnc(-c3ccncc3)o2)C2(CCOCC2)C1 (stereo unspecified),28%

# An excerpt of these results, with values ahead of the structure:
ALOX12 inh | canonical_smiles
33% | CCNC(=O)N1CCCC(n2c(C)cnc2C2CC2)C1 (stereo unspecified)
-4% | Oc1ccc(-c2nc(C3CC3)nc3c2CN(CC2CCCCC2)CC3)cc1

# Additional entries.
SMILES,ALOX12 inh
CCOc1ccc(C2Cn3nnc(-c4nc(-c5ccncc5)no4)c3CO2)cc1 (stereo unspecified),27%
COc1ccc2c(c1)C=C(CN1CCC(CO)(Cc3ccccc3Cl)CC1)CO2,?
COCCOC1CCN(C(=O)NCc2ccc(F)cc2)CC1,51%[activator]
COCCNC(=O)C[C@@H]1C[C@H]2O[C@H](CNC(=O)Nc3ccc(F)cc3)[C@@H](O)[C@H]2O1,14%[176 µM]
CCCNC(=O)N1CCC(O)(c2csc(CN3CC[C@@H](O)C3)n2)CC1,4%[176 µM]
Cc1ccccc1C(C(=O)NC1CCCC1)N(C(=O)Cn1cnc2ccccc21)c1cccc(F)c1 (stereo unspecified),?
O=C(O)C1(Oc2ccc3ncccc3c2)CCN(Cc2cccnc2)CC1,21%
COCC1CN(C)CC12CCN(S(=O)(=O)c1cccc(OC)c1)CC2 (stereo unspecified),10%
CC(C)(C)C(=O)N1CCC(N2CCCC(C(=O)NCc3ccccc3)C2)CC1 (stereo unspecified),61%[activator]
Cc1[nH]c(C=C2C(=O)Nc3ccc(S(=O)(=O)N(C)c4cccc(Cl)c4)cc32)c(C)c1C(=O)N1CCN(C)CC1,-11%[57.4 µM]
OCCn1nc(-c2ccncc2)nc1CC12CC3CC(CC(O)(C3)C1)C2,?
CN1C(=O)CS(=O)(=O)C12CCN(C(=O)Cc1ccc(Cl)cc1)CC2,16%
O=C1CCN(C(=O)CCc2ccccc2)CCCOCCN1,54%[activator]
COc1ccc(S(=O)(=O)N2CCCC(Cn3c(C4CC4)nc4cccnc43)C2)cc1 (stereo unspecified),21%
O=C(NCCc1cnc[nH]1)c1ccc(-c2ncc3cnc(-c4cccc(F)c4)cn23)cc1,82%[activator][176 µM]
O=C1NCN(Cc2ccc(Cl)cc2)C12CCN(Cc1ccccn1)CC2,105%[activator]
CN(C)Cc1nnc(C2CC(NC(=O)c3cn4cccnc4n3)C2)n1C (stereo unspecified),40%
Cc1cc(Cl)ccc1S(=O)(=O)N1C[C@H](F)C[C@@H]1C(=O)N1CCOCC1,36%[activator]
Cc1cc(CNc2ncnc3c2CCN(C(=O)c2ccoc2)CC3)no1,23%
COc1ccc(OC)c(NC(=O)N2c3ccccc3CC2c2nc(C3CC3)no2)c1 (stereo unspecified),8%
CCN1CC(C(=O)N2CCC(Sc3ccc(C)cc3)CC2)CC1=O (stereo unspecified),47%
COc1ccc(C(=O)N2CCCC3(C2)C(=NC2CCCCC2)NC(=O)N3c2cc(F)cc(F)c2)cc1 (stereo unspecified),9%[6.33 µM]
CC[C@H]1CN(C(=O)C(C)(C)C)CC[C@H]1CC(=O)NCCSC,-6%[176 µM]
COc1ccc(N2Cc3c(ncnc3N3CCC(N4CCOCC4)CC3)N(C)CC2=O)cc1,-3%
CSCCC(=O)N1CCOC(Cc2cccc3ccccc23)C1 (stereo unspecified),12%
Cc1cc(NC(=O)Cn2ccn3nc(-c4ccc(F)cc4)c(CO)c3c2=O)no1,16%
c1ccc(CN2C[C@@H]3CC[C@H](C2)N(Cc2ccc4nsnc4c2)C3)nc1,80%[activator]
CN(CCc1cnn(C)c1)C(=O)c1coc(COc2cccc(C(F)(F)F)c2)n1,44%
COc1cc(F)ccc1-c1ccnc2nc(CCc3ccccc3)nn12,44%[activator]
CC(=O)NC1(C)CCN(Cc2ccc(-c3ccccc3Oc3ccccc3)cc2)C1 (stereo unspecified),?
O=C(NCc1ccnc2[nH]ccc12)c1cccc(Br)c1,-1%[176 µM]
Cc1cc(C(=O)NCc2ccncc2)c2c(C3CCNC3)noc2n1 (stereo unspecified),-23%[6.33 µM]
COCCN1Cc2ccc(Nc3cccnc3)nc2C(C)(C(=O)Nc2cccc(F)c2)C1 (stereo unspecified),20%[176 µM]
CC1(C(=O)NC2CCOCC2)CCCc2cnc(NCc3ccccc3)nc21 (stereo unspecified),19%[176 µM]
O=C(NCC1(COc2cccnc2)C[C@@H](O)[C@@H](O)C1)C1CCCC1 (stereo partly specified),83%[activator][176 µM]
Cn1nccc1OCc1cn2c(=O)n(C)cc(-c3cccc(OCc4ccccc4)c3)c2n1,-7%[176 µM]
COc1ccccc1C(=O)N1[C@@H]2CC[C@H]1CC(NC(=O)c1ccncc1)C2 (stereo partly specified),37%[activator]
Cc1noc(C)c1CN1CCOC[C@H](O)C1,24%[176 µM]
Cc1nc(C)c(C(=O)N2CCOc3ccc(CN4CCCCC4)cc3C2)s1,47%[activator]
Cc1ccc(OCC(=O)N2CCC(c3nn(C)c4c3COCC4)CC2)cc1,50%[activator]
C[C@@H](NCC1CCCC1)c1onc(-c2cccnc2)c1C(=O)O,11%[176 µM]
N#Cc1cccc(C(=O)Nc2ccc([C@H]3OCC(=O)N(Cc4ccccc4)[C@@H]3CO)cc2)c1,1%
CCC(C)CCCCC(=O)N[C@@H](CCN)C(=O)NC(C(=O)N[C@H](CCN)C(=O)N[C@@H]1CCNC(=O)C([C@@H](C)O)NC(=O)[C@@H](CCN)NC(=O)[C@@H](CCN)NC(=O)[C@@H](CC(C)C)NC(=O)[C@H](Cc2ccccc2)NC(=O)[C@H](CCN)NC1=O)[C@@H](C)O (stereo partly specified),?
O=C1NCCOCCCN(C(=O)C2CCCC2)[C@H]2CCCC[C@@H]12,1%
Cc1nnn2c(C(=O)N3CCOCC3)cccc12,95%[activator][176 µM]
COc1cccc(CC(=O)N2CCN(C(=O)c3nnn4c3COC(c3ccc(Cl)cc3)C4)CC2)c1 (stereo unspecified),28%
N#Cc1ccc(CN2CCCCCCNC(=O)[C@@H]3C[C@@H](C(=O)NCCc4cnc[nH]4)C[C@@H]32)cc1,175%[activator]
O=C(Cc1ccccc1)N1CC[C@H]2COC(=O)N2c2cc(F)ccc2C1,39%[activator][176 µM]
COc1ncccc1CN(Cc1cccnc1OC)C[C@H]1COCc2nc3ccc(C)cc3n21,9%
O=C(c1cc2ccccc2[nH]1)N1CCC(c2noc(C3CC3)n2)C1 (stereo unspecified),23%
O=C(NCc1ccc(F)cc1)N1CCC(Oc2ncccc2C(=O)N2CCCCC2)C1 (stereo unspecified),32%
Cc1cccc(OCC(=O)N[C@@H]2CN(c3ncccn3)C[C@H]2CN(C)C)c1,71%[activator]
Cn1cc(-c2ccc(F)c(Cl)c2)c2nc(CO)cn2c1=O,13%[176 µM]
O=C(Nc1ccc(Cl)cc1Cl)c1cn2c(n1)CN(C(=O)c1cccnc1)CC2,1%[6.33 µM]
COC(=O)CNC(=O)N1c2ccccc2CC1c1nc(C(C)C)no1 (stereo unspecified),34%[activator]
CCOCCCNC(=O)[C@H]1CN(Cc2ccccc2)C[C@H]1C(=O)O,7%
CCCC1c2nccn2CCCN1C(=O)c1cnco1 (stereo unspecified),3%
COCCNC(=O)c1nc(-c2cccnc2)c2cnccn12,82%[activator][176 µM]
CN1CCN(c2cc(=O)c3ccnc(-c4cccc(F)c4)c3o2)CC1,0%[176 µM]
COC(=O)[C@@H]1Cc2c([nH]c3ccccc23)[C@H]2C[C@@H](NCCO)C[C@@H](c3ccccc3)N21,12%[176 µM]
# Remaining list, next part
SMILES,ALOX12 inh
O=C1NCCCCCCN(C(=O)Nc2ccccc2)[C@H]2C[C@H](C(=O)N3CCc4ccccc4C3)C[C@@H]12,1%
Cc1ccsc1CN1CCn2c(nnc2[C@@H]2C[C@@H](O)CN2Cc2cccnc2)C1,35%[activator]
CCN1CCC2(CCC1=O)CN(Cc1nc(COC)no1)CCN2C (stereo unspecified),9%
O=C(c1ccccc1Cl)N1CCN(c2cc(-c3ccccc3)[nH]n2)CC1,2%
COc1ccc(-c2nnc3n2CCN(C(=O)Nc2ccccc2)C3)cc1,28%
COCCN1C(=O)CCC2(CNC(=O)CCc3nc4ccccc4[nH]3)CCCC=C12 (stereo unspecified),49%[activator]
CCc1ccc(CN2C(=O)C3(CCOCC3)CC2c2nnnn2CCOC)cc1 (stereo unspecified),30%[activator]
COCCN1C(=O)c2ccccc2C(C(=O)NCc2ccc(F)cc2)C12CCCCC2 (stereo unspecified),21%
O=C1NCN(Cc2ccc(Cl)cc2)C12CCN(Cc1ccncc1)CC2,8%
COCCNC(=O)c1cnc2c(c1)N(Cc1ccccc1C(F)(F)F)CCC2,11%[176 µM]
O=C(c1ccccc1F)N1CCC2(CC1)N(c1ccccc1)C(=O)CS2(=O)=O,7%
O=S1(=O)CCCC(c2nc(-c3ccccc3)nn2Cc2ccccc2)C1 (stereo unspecified),4%
CCSc1nnc(-c2ccccc2NC(=O)C(CC)n2cccn2)c(=O)[nH]1 (stereo unspecified),39%[activator]
CN1CCC(N2CCC[C@H]2c2nc(-c3ccc(OC4CCCCC4)nc3)no2)CC1,-18%[176 µM]
CC1=NS(=O)(=O)N(C)C=C1C(=O)OCc1nc(-c2ccc(Cl)cc2)no1,7%
COc1ccc(OC)c(-c2nc(CN3CCCC(C(C)(C)O)C3)c(C)o2)c1 (stereo unspecified),95%[activator]
CN(C)[C@@H]1CN(C(=O)C2CC2)CC[C@]1(O)c1ccccc1,54%[activator]
NCCC(=O)N1Cc2ccccc2CC2(CCCCN2CC2CCNCC2)C1 (stereo unspecified),0%[6.33 µM]
COc1ccc(OC2CCN(C(C)=O)CC2)c(C(=O)NCCc2c(C)n[nH]c2C)c1,?
COC1CCOC2(CCN(C(=O)c3cccc(C)c3)CC2)C1 (stereo unspecified),44%[activator]
O=C(Cc1cccc(Cl)c1)NCc1ccnc2[nH]ccc12,48%[activator][176 µM]
O=C(NCC(F)F)C1CN(c2ccc(F)cc2)C(=O)N1 (stereo unspecified),2%[176 µM]
O=C([C@@H]1C[C@H](F)CN1C(=O)Nc1ccccc1Cl)N1CCCCC1,47%[activator]
O=C(CCC1CCN(S(=O)(=O)c2cccc(F)c2)CC1)NC1CC1,3%
Cc1cc(C(=O)N[C@H](C)c2onc(-c3ccc(F)cc3)c2C(=O)O)no1,2%[176 µM]
CCc1cc(=O)n(CC(=O)Nc2ccc(OC)c(OC)c2)c(-c2ccccc2)n1,-1%
CCN1c2cc(C(=O)NCCc3ccccc3)ccc2C(=O)N2CCCCC21 (stereo unspecified),-17%
COc1ccc(C(=O)Nc2ccc([C@H]3OCC(=O)N(C(C)C)[C@@H]3CO)cc2)cc1,-1%[176 µM]
CC(C)NC(=O)N1C2CCC1CN(c1ccc(C(F)(F)F)cc1)C2,2%[6.33 µM]
O=C(Nc1ccc(Cl)cc1)N1CCc2nc(C3CC3)nc(-c3ccc(Cl)cc3)c2C1,4%
COc1ccc(-c2cc3c(c(OC)c2)OCCNC3)nn1,31%[activator]

# Part of the list above, as labelled records.
> Cc1cc(C(=O)N[C@H](C)c2onc(-c3ccc(F)cc3)c2C(=O)O)no1
  ALOX12 inh: 2%[176 µM]

> CCc1cc(=O)n(CC(=O)Nc2ccc(OC)c(OC)c2)c(-c2ccccc2)n1
  ALOX12 inh: -1%

> CCN1c2cc(C(=O)NCCc3ccccc3)ccc2C(=O)N2CCCCC21 (stereo unspecified)
  ALOX12 inh: -17%

> COc1ccc(C(=O)Nc2ccc([C@H]3OCC(=O)N(C(C)C)[C@@H]3CO)cc2)cc1
  ALOX12 inh: -1%[176 µM]

# Source: PubChem (National Center for Advancing Translational Sciences (NCATS))
